Nrf2 block = Nrf2 qHTS screen for inhibitors. A549 ARE-Fluc reporter, luciferase luminescence, 18-24 h. Potency, µM (top dose mostly 46 µM), for inactives: at the top dose activity change, negative = inhibition, usual class: inhibitors. 2.1% of 360,000 active; further: potency means the concentration at half of the fitted maximal effect; on the % scale 0 is the no-effect control and ±100 the full control effect; nearly all actives have a fitted effect of over 60% in size
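In this cell-based qHTS, ARE-driven firefly luciferase in A549 cells reports Nrf2 activity; the luminescent signal after BugLite lysis is the measured value, with a prior CellTiter-Fluor read for cell health.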
IL-1B inflam inh = qHTS for Inhibitors of Inflammasome Signaling: IL-1-beta AlphaLISA Primary Screen. THP-1 LPS/ATP IL-1B secretion, AlphaLISA, 16 h; stronger effect = lower value. activity change, % at 57.5 µM. 4.7% of 360,000 active; in the data active means activity change below about -50%; inconclusive means mostly about -30% to -49%; further: on the % scale 0 is the no-effect control and ±100 the full control effect
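THP-1 cells pretreated 1 hr with compounds (up to 57.5 uM final), then stimulated with LPS (250 ng/mL final) plus ATP (1.25 mM final); secreted IL-1B measured by AlphaLISA after 16 hr, decreased signal indicating inhibition.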
ATXN viability = Viability Counterscreen for Primary qHTS for Inhibitors of ATXN expression. 0.49% of 400,000 active. S2 cells (HEK-293 line with an ATXN2-luciferase reporter) viability, CellTiter-Fluor protease fluorescence, 24 h. Potency, µM (titrated, usually from 56.7 µM), hits mostly cytotoxic; further: potency means the concentration at half of the fitted maximal effect; nearly all actives have a fitted effect of over 40% in size
ATXN2 expr inh = Primary qHTS for Inhibitors of ATXN expression; HEK-293 ATXN2-luciferase reporter, luminescence, 24 h; Potency, µM (top dose mostly 57 µM), for the others: at the highest dose activity change, negative = inhibition, hits mostly inhibitors; 0.72% of 360,000 active; AID 1745845, 2022; further: potency means the concentration at half of the fitted maximal effect; on the % scale 0 is the no-effect control and ±100 the full control effect; nearly all actives have a fitted effect of over 55% in size
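qHTS (up to 57 uM final) was run with 24 h compound exposure of reporter cells at 37 °C. Each well was multiplexed: SteadyGlo luminescence measured ATXN2-luciferase expression after a fluorogenic Gly-Phe-AFC viability readout (25 uM final).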
A549 viability = Nrf2 qHTS screen for inhibitors: counterscreen for cytotoxicity | A549 ARE-Fluc cells, CellTiter-Fluor viability, 18-24 h | 0.16% of 390,000 active | Potency, µM (highest dose often 46 µM), without a hit: top-dose activity change, negative = cytotoxicity, actives largely listed as inhibitors; further: potency means the concentration at half of the fitted maximal effect; on the % scale 0 is the no-effect control and ±100 the full control effect
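A549 ARE_Fluc cells in 5% FBS OPTI-MEM were exposed to compounds in concentration-response for 18-24 h at 37 deg C. Viability was read by CellTiter-Fluor fluorescence (Ex 405/Em 525) after 30 min, before the luciferase read.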
Nrf2 activator = qHTS of Nrf2 Activators; AREc32 ARE-luciferase reporter (MCF7-derived line), luminescence, 24 h; Potency, µM (top dose mostly 46.1 µM), without a hit: at the top dose activation, hits mostly activators; 0.31% of 410,000 active; AID 624171, 2012; further: potency means the concentration at half of the fitted maximal effect; % of control where 0% means no effect; nearly all actives have a fitted effect of over 65% in size
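Cells of the AREc32 ARE-luciferase line are plated in OPTI-MEM containing 5% FBS and left overnight at 37 deg C. Compounds are pinned in, incubation continues 24 hr, and firefly luciferase signal is then measured.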
MCF10A rereplic = A quantitative high throughput screen for small molecules that induce DNA re-replication in MCF 10a normal breast cells; MCF 10A DNA re-replication, Hoechst nuclear intensity, 48 h; Potency, µM (series often up to 46.1 µM), inactives show top-dose activity, positive = re-replication, usual class: activators; 2.9% of 350,000 active; further: potency means the concentration at half of the fitted maximal effect; % of control where 0% means no effect; nearly all actives have a fitted effect of over 50% in size
TGFb inhibitor = qHTS for Inhibitors of TGF-b; HepG2 CAGA-GFP TGF-b/SMAD3 reporter, GFP fluorescence, 18 h; TGF-beta stimulated, 500 pg/mL final; Potency, µM (series often up to 46.1 µM), for inactives: top-dose activity, negative = inhibition, actives largely listed as inhibitors; 1.2% of 410,000 active; AID 588855, 2011; further: potency means the concentration at half of the fitted maximal effect; on the % scale 0 is the no-effect control and ±100 the full control effect; nearly all actives have a fitted effect of over 65% in size
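Per well, imaged GFP fluorescence of HEPG2 CAGA-GFP cells gives the signal; cells get compound, then TGF-beta (500 pg/mL final), 18 h at 37 degrees C; %Activity versus -TGF-beta and +DMSO controls.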
HepG2 tox = qHTS for Inhibitors of TGF-b: Cytotox Counterscreen; HepG2 CAGA-GFP viability, ATP luminescence, 18 h; Potency, µM (top dose mostly 46.1 µM), for inactives: top-dose activity change, negative = cytotoxicity, actives largely listed as cytotoxic; 0.76% of 410,000 active; AID 588856, 2011; further: potency means the concentration at half of the fitted maximal effect; some results filed as inactive show a strong effect at the top dose
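HepG2 CAGA-GFP cells (1000/well, DMEM with 1% FBS) received compound, then TGF-beta at 500 pg/mL final, and were incubated 18 hours at 37 degrees C. Viability was read by CellTiter-Glo luminescence. Media-only wells were set as complete cell-killing and DMSO as no toxicity.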
Active calls of the source: *; i = inactive; ? = inconclusive; · = not tested or not shown; & = joins results of further samples; [ ] = remark or other dose. Unless noted, the call rests on the fitted dose curve; in most records, active means well fitted curve in the direction sought with a large enough effect; inconclusive means small, poorly fitted or top-dose-only effect, or another doubt; inactive means no such curve, though single readings can be large; an effect the other way counts as inactive or inconclusive.

The opening 4 entries, ahead of the listing:
SMILES	Nrf2 block	IL-1B inflam inh	ATXN viability	ATXN2 expr inh	A549 viability	Nrf2 activator	MCF10A rereplic	TGFb inhibitor	HepG2 tox
COC(=O)CSc1nc(N)c2c3c(sc2n1)CCCC3	10%	4	i	3%	-5%	0.3%	2%	-1%	0%
Cc1ccc(NC(=O)CN2C(=O)CSc3ccc(S(=O)(=O)N4CCCC4)cc32)c(C)c1	-17%	·	·	·	-1%	-0.2%	·	-8%	-16%
O=c1c(-c2ccccc2)[n+]([O-])c2ccccc2n1O	14%	6	i	1%	-9%	0.0%	1%	-3%	0%
COc1ccc2[nH]c3c(c2c1)CCN1C(=O)C(CC(=O)NCC24CC5CC(CC(C5)C2)C4)C[C@H](C(=O)N2CCCCC2)[C@@]31C (stereo partly specified)	?	-64*	i	9%	?	-0.1%	?	?	0%

All compounds of this part, repeating the preview:
SMILES	Nrf2 block	IL-1B inflam inh	ATXN viability	ATXN2 expr inh	A549 viability	Nrf2 activator	MCF10A rereplic	TGFb inhibitor	HepG2 tox
COC(=O)CSc1nc(N)c2c3c(sc2n1)CCCC3	10%	4	i	3%	-5%	0.3%	2%	-1%	0%
Cc1ccc(NC(=O)CN2C(=O)CSc3ccc(S(=O)(=O)N4CCCC4)cc32)c(C)c1	-17%	·	·	·	-1%	-0.2%	·	-8%	-16%
O=c1c(-c2ccccc2)[n+]([O-])c2ccccc2n1O	14%	6	i	1%	-9%	0.0%	1%	-3%	0%
COc1ccc2[nH]c3c(c2c1)CCN1C(=O)C(CC(=O)NCC24CC5CC(CC(C5)C2)C4)C[C@H](C(=O)N2CCCCC2)[C@@]31C (stereo partly specified)	?	-64*	i	9%	?	-0.1%	?	?	0%
Cc1cc(=O)n2[nH]cnc2n1	-9%	0	i	6%	1%	-0.6%[9.22 µM]	-1%	?	25%
OC(CN(c1ccccc1)c1ccccc1)Cn1cnc2ccccc21 (stereo unspecified)	·	-12	i	-19%	-13%	4.5%	6%	?	5%
C/C=C/c1ccc(OCC(O)CN(C)Cc2ccc(SC)cc2)c(OC)c1 (stereo unspecified)	-3%	?	?	·	1%	7.0%	18%	?	-117%
COc1ccc(NC2CCCN(C(=O)CSc3ccccn3)C2)cc1OC (stereo unspecified)	12%	34	i	-4%	2%	-0.5%	0%	0%	13%
CCCOc1ccc(C(=O)CCNc2cccc(Cl)c2)cc1	?	?	i	-14%[11.3 µM]	-2%	2.1%	-4%	4%	-3%
C/C(=N\NC(=O)c1ccc(NS(=O)(=O)c2cccs2)cc1)c1ccccc1	8%	0	i	3%	-8%	-0.1%	0%	4%	6%
CCn1c2ccccc2c2cc(NC(=O)COc3cccc(C)c3)ccc21	9%	·	i	2%	3%	6.0%	·	30%	-1%
COc1cc(CNC(=O)CCCC(=O)c2ccccc2)cc(OC)c1OC	3%	25	i	·	-8%	-0.1%	2%	-16%	-2%
O=C(C1CC1)N1CCN=C1SCc1ccccc1	-29%	-3	i	8%	0%	-0.7%	-3%	2%	4%
COC(=O)CC1C(=O)NCCN1C(=O)OC(C)(C)C (stereo unspecified)	-6%	9	i	-8%	0%	-0.4%	-1%	-7%	4%
N#C/C(=C/c1ccccc1)C(=O)NCc1ccccc1	9%	-77*	i	-1%	2%	1.1%	?	-4%	-1%
O=S(=O)(NCc1cccnc1)c1ccc(Cl)cc1	1%	0	i	·	2%	-0.4%	14%	7%	5%
Cc1ccc(CN(Cc2ccco2)C(=O)COc2cccc(C)c2C)o1	-21%	·	·	·	7%	7.5%	·	-19%	-58%
COC(=O)c1ccccc1NC(=O)CSc1n[nH]c(C)n1	1%&17%	12	i	7%&4%	-4%&1%	0.8%&-0.9%	-1%	-15%&1%	1%&12%
CCc1ccccc1NCc1nnc2n1CCCCC2	·	·	i	14%	-7%	-1.0%	·	-8%	-11%
Cn1c(=O)n(C)c2cc(/C=N/NC(=O)c3cccc(Br)c3)ccc21	-7%	-11	i	-21%	1%	2.8%	0%	6%	-65%
CC(=O)c1cc(CN2C(=O)CCC2=O)cs1	11%	11	i	0%	2%	-0.5%	-3%	27%	6%
Cc1ccc(N(CC(=O)Nc2ccc(Br)cc2)S(=O)(=O)c2cccs2)cc1	9%	·	i	-1%	-4%	0.3%	·	-6%	-34%
O=C(Cc1cccs1)NCc1cn2ccccc2n1	10%	4	i	-6%	3%	0.3%	-1%	-1%	-22%
O=C(CNC(=O)OCc1ccccc1)Oc1cc2oc(=O)cc(-c3ccccc3)c2cc1Cl	?	19	·	37%	12%	2.2%	?	-21%	-25%
O=C(Nc1cccc(O)c1)c1cc(S(=O)(=O)N2CCCC2)ccc1Cl	·	0	i	-6%	-3%	-0.9%	11%	0%	4%
COc1ccc(/C=C2\SC(N3CCc4ccccc4C3)=NC2=O)cc1	0%	?	i	-16%	-5%	0.4%	?	-17%	-1%
COC(=O)C1=C(C)OC(N)=C(C#N)C1c1ccsc1 (stereo unspecified)	-18%	0	i	-3%	3%	4.3%	3%	11%	-14%
CN(C)CCN(C(=O)c1ccc(S(=O)(=O)N(C)CC2CCCO2)cc1)c1nc2cc3c(cc2s1)OCO3 (stereo unspecified)	14%	13	i	11%	11%	-0.1%	7%	-5%	-65%
CN(C)c1ccnc2sc(C(=O)NCc3ccccc3)c(N)c12	-12%	·	i	27%	-9%	0.5%	0%	4%	-45%
COc1cc(C(=O)NCCOc2ccc(C)c(C)c2)cc(OC)c1OC	?	-5	i	-20%	?	2.3%	0%	-14%	-29%
O=C(CSc1nnc(SCc2ccc(Cl)cc2)s1)N/N=C/c1ccc(C(=O)O)cc1	18%	-1	i	-7%	3%	0.3%	19%	22%	9%
O=C(NC1CCCc2ccccc21)C1CCN(S(=O)(=O)c2cccc(C(F)(F)F)c2)CC1 (stereo unspecified)	-16%	16	i	-11%	-5%	-0.1%	8%	-8%	-1%
c1ccc(-c2cc(-c3nn4c(-c5ccco5)nnc4s3)c3ccccc3n2)cc1	·	19	?	?	15%	0.2%	8%	-6%	-12%
COc1ccc(C(CNC(=O)COc2ccc(-c3ccccc3)cc2)N2CCOCC2)cc1 (stereo unspecified)	2%	-61*	i	-24%	1%	-0.2%	18%	-7%	-24%
CSc1cccc(NC(=O)CN(c2ccccc2)S(=O)(=O)N(C)C)c1	-1%	13	i	2%&0%	2%&4%	-0.7%&-0.3%	-1%	17%&-3%	-35%&-10%
CC(=O)N1c2ccc(S(=O)(=O)N3CCC(C(=O)Nc4cccc(Cl)c4C)CC3)cc2CC1C (stereo unspecified)	?	·	i	-2%	-1%	0.0%	·	-18%	-5%
CC1=CC2=NC(=O)/C(=C\c3cn(C)c4ccccc34)C(=N)N2O1	-6%	-5	?	3%	2%	2.3%	-6%	2%	0%
CCn1c2ccccc2c2cc(NC(=O)CSc3nnnn3-c3ccccc3)ccc21	4%	42	i	-2%	3%	-0.9%	9%	8%	-62%
CCc1nc2ccc(C(=O)NCc3ccccc3OC)cn2c1N(C)C(=O)Cc1ccccc1	·	7	i	12%	·	-0.1%	·	0%	-2%
Cc1ccc(NC(=O)CSCc2n[nH]c(=O)[nH]2)c(Br)c1	?	0	?	-22%	?	0.9%	-14%	-8%	-6%

One compound at a time, from the list above. Screens in order: Nrf2 block | IL-1B inflam inh | ATXN viability | ATXN2 expr inh | A549 viability | Nrf2 activator | MCF10A rereplic | TGFb inhibitor | HepG2 tox
Listed for CSc1cccc(NC(=O)CN(c2ccccc2)S(=O)(=O)N(C)C)c1 : -1% | 13 | i | 2%&0% | 2%&4% | -0.7%&-0.3% | -1% | 17%&-3% | -35%&-10%
Listed for O=C(NC1CCCc2ccccc21)C1CCN(S(=O)(=O)c2cccc(C(F)(F)F)c2)CC1 (stereo unspecified) : -16% | 16 | i | -11% | -5% | -0.1% | 8% | -8% | -1%

Next part.
SMILES	Nrf2 block	IL-1B inflam inh	ATXN viability	ATXN2 expr inh	A549 viability	Nrf2 activator	MCF10A rereplic	TGFb inhibitor	HepG2 tox
Cc1ccn2cc(-c3cccc(S(=O)(=O)N4CCCC4)c3)nc2c1	-8%	-61*	?	-15%	0%	5.9%	10%	-18%	-26%
COc1ccc(C2N(c3ccc(Cl)cc3)C(=O)C3CCCN32)cc1 (stereo unspecified)	9%	-21	i	-12%	-3%	-0.3%	8%	4%	-23%
c1ccc(OCCNc2ccn3nc(-c4ccc(OCCN5CCOCC5)cc4)cc3n2)cc1	·	-11	?	?	·	-1.1%	·	?	-24%
COCCCNC(=O)c1ccc(-n2c(-c3ccccc3)cc3c2CCCCC3)cc1	?	·	?	22%	-14%	?	·	?	-9%
O=C1NC(=O)N(c2ccc(Cl)cc2)C(=O)/C1=C/c1ccc2c(c1)CCN2Cc1ccccc1Cl	3%	-5	i	-2%	-1%	0.6%	-14%	?	2%
O=C(Nc1ccccc1)Nc1nnc(COc2ccccc2F)s1	-22%	-1	i	-20%	-7%	3.0%	?	?	1%
CCOCCn1c(C(C)C)nc2ccccc21	8%	-3	i	-5%	1%	-0.2%	-2%	-11%	-1%
COc1ccccc1NC(=S)NC(C)C(c1cccs1)N1CCOCC1 (stereo unspecified)	8%	-10	i	·	13%	-0.4%	-2%	-18%	0%
NC(=O)c1ccsc1NC(=O)CS(=O)(=O)c1ccc(Cl)cc1	-8%	1	i	6%	8%	-0.6%	3%	-2%	6%
COc1ccc(C2c3c(-c4ccc(F)cc4)n[nH]c3C(=O)N2c2ccccc2)cc1OC (stereo unspecified)	-1%	·	?	-10%	-11%	0.4%	·	-3%	1%
CN(C)S(=O)(=O)c1ccc(N2CCCC2)c(C(=O)NCC2CCCCC2)c1	-19%	-2	i	·	-8%	-0.5%	13%	-7%	1%
